Screening data as filed in PubChem BioAssay.
Rv3671c inh: inhibits the M. tuberculosis serine protease Rv3671c; P9WHR9; inhibition, % at 5.96 µM; 320,000 tested, 0.048% active; AID 2606; in the data active means inhibition above about 38%;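 further: extracellular domain of Rv3671c used as enzyme; 0% = enzyme with DMSO and 100% = no enzyme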
Target sequence (P9WHR9 whole entry, looked up, the tested form may be a part): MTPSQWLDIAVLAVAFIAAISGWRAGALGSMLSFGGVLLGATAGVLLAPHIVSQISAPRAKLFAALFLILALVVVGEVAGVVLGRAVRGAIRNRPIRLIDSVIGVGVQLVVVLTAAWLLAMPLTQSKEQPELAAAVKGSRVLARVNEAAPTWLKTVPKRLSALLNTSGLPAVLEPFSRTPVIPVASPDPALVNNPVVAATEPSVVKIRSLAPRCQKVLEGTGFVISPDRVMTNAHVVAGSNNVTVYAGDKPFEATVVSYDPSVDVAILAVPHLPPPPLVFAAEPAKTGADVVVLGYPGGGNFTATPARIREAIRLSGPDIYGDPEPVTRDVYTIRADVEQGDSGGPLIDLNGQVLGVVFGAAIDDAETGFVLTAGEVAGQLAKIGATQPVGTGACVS
BH1578 lux ind: quorum light induction in luxS cqsA deficient V. cholerae; V. cholerae BH1578 lux reporter, luminescence, 6 h; activation, % at 18.7 µM; 350,000 tested, 0.16% active; AID 588436; in the data active means activation mostly above about 9.7%, no sharp cut-off; further: not every result past the cut was called active; inactives centre near 0; reference of the scale not given here
VHR inh abs: inhibitors of human VHR1 phosphatase (DUSP3); recombinant VHR phosphatase, pNPP absorbance; P51452; 290,000 tested, 0.52% active; inhibition, % at 13.3 µM; AID 1654; in the data active means inhibition above about 50%; further: some compounds called inactive have numbers as strong as hits
Target sequence (P51452 whole entry, looked up): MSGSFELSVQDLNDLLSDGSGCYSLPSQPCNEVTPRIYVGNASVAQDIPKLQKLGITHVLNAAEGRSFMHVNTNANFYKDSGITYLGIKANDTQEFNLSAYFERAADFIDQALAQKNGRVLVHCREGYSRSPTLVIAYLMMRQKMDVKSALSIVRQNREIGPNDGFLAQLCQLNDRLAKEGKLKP
TcdB GH inh: TcdB glycohydrolase inhibition; P18177; TcdB glycohydrolase enzymatic assay, plate reader; inhibition, % at 9.99 µM; 350,000 tested, 0.24% active; AID 652162; in the data active means inhibition above about 10%
SSB-PriA inh: blocks PriA binding to SSB C-terminal tail. inhibition, % at 33 µM. 430,000 tested, 0.6% active. AlphaScreen SSBct-PriA binding, biotinylated peptide. AID 1272365; in the data active means inhibition mostly above about 37%, no sharp cut-off; inactive means mostly below about 20%;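 further: plate controls were negative control peptide for no effect and reference peptide for full effect; strong numbers were not always called active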
PrPC TRFRET: reduces human prion protein on the cell surface. inhibition, % at 13.8 µM. AID 720596. P04156. cell surface PrPC, TR-FRET read-out. 370,000 tested, 0.43% active; in the data active means inhibition above about 24%; further: 0% = median of the test wells and 100% = reference compound wells
MazF activator: increases E. coli MazEF RNase cleavage of RNA; AID 504720; FAM/BHQ RNA-DNA oligo cleavage fluorescence, 5 h; 350,000 tested, 0.32% active; P0AE70; activation, % at 20 µM; in the data active means activation above about 50%
Target sequence (P0AE70 whole entry, looked up): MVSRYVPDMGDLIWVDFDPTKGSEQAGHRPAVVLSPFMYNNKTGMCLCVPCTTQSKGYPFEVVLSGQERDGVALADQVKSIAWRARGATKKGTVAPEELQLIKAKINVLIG
CCHFV vOTU inh: CCHFV vOTU protease inhibition; Pep-AMC fluorescence; inhibition, % at 11.5 µM; 370,000 tested, 0.55% active; AID 651958; in the data active means inhibition above about 30%; further: 0% = vehicle wells with enzyme and 100% = no enzyme wells
Y pestis TopoI: blocks Yersinia pestis topoisomerase I activity; 360,000 tested, 0.064% active; AID 504884; Y. pestis Topo-I cleavage product accumulation, plate reader; activity, % at 10 µM; in the data active means activity above about 50%, passing the limit was not always enough; further: inactives centre near 2
3CLpro inhibitor: SARS-CoV 3CLpro protease inhibition | P0C6X7 | recombinant SARS-CoV 3CLpro, quenched FRET peptide cleavage | inhibition, % at 6 µM | 290,000 tested, 0.14% active; in the data active means inhibition above about 12%
The depositor's hits bear a star; i = inactive; x = not tested or not shown; & = joins results of further samples.

SMILES	Rv3671c inh	BH1578 lux ind	VHR inh abs	TcdB GH inh	SSB-PriA inh	PrPC TRFRET	MazF activator	CCHFV vOTU inh	Y pestis TopoI	3CLpro inhibitor
Cc1cc(=O)oc2cc(NC(=O)c3cccc(Br)c3)ccc12	0.8	0.5	13.9	0.2	6.8	-2.5	-21.1	-7.3	1.7	0.1
COc1cccc(C(CNC(=O)C(c2ccccc2)c2ccccc2)N(C)C)c1 (configuration not stated)	-5.1	-0.6	1.1	1.2	-1.0	-9.3	0.3	-9.9	8.9	4.0
CCOc1ccc(NC(=O)c2ccccc2C(=O)c2ccccc2)cc1OCC	-3.6	i	-6.1	1.3	-14.4	-3.6	-6.3	-11.7	39.8	3.2
O=C(O)CC1S/C(=N/N=C/c2ccc(-c3ccccc3[N+](=O)[O-])o2)NC1=O (configuration not stated)	-67.7	i	8.7	x	x	-3.5	12.1	35.6*	-2.1	3.5
CC(=O)c1c(O)c2ccccc2n(C)c1=O	-7.0	i	39.3	1.1	7.0	-1.2	-1.1	6.2	-2.0	-0.2
O=C(c1cccc(F)c1)N1CCN(c2cccc(Cl)c2)CC1	1.4	2.7	2.9	x	-11.7	2.6	0.5	7.7	13.2	3.0
Cc1ccc(-c2nc(-c3ccncc3)no2)cc1Cl	-9.4	i	49.1	-1.5	2.4	3.0	-14.0	-8.4	-3.8	-4.5
Cc1ccc(S(=O)(=O)N(C)Cc2cc3cc(C)ccc3[nH]c2=O)cc1	3.1	i	-10.2	0.6	-9.2	-1.9	6.4	1.5	3.5	8.9
Cc1[nH]nc(SCC(=O)Nc2ccc(C#N)cc2)c1[N+](=O)[O-]	-16.7	-0.2	21.3	0.9	-7.9	8.3	2.2	-12.9	-1.6	-3.3
COc1cccc(C(O)c2nc3ccccc3n2C(C)C)c1OC (configuration not stated)	-4.4	-0.4	5.2	3.2	0.1	10.7	-1.1	6.7	-1.2	-0.1
CCOc1cc(C)cc2oc(=O)c3c(c12)CCCC3	-1.4	-0.8	x	0.1	-5.9	-3.7	0.1	-19.2	7.2	-1.5
CC(=O)c1ccc(S(=O)(=O)Nc2cc3c(cc2C(C)=O)OCO3)cc1	-1.6	i	10.3	-0.2	-9.0	-5.7	-2.8	14.4	-13.6	1.5
Cc1cc(C(=O)COC(=O)CNC(=O)c2ccco2)c(C)n1Cc1ccco1	-3.9	-1.3	41.8	x	-9.3	8.8	2.0	-8.5	0.0	-0.3
CC1=Nc2ccc(C)cc2/C1=C/c1c(N)n2c(S(=O)(=O)C(C)C)nsc2nc1=O	x	0.4	10.3	-1.2	x	-5.4	-7.9	3.4	-11.3	4.8
O=C(Nc1ccccc1C(F)(F)F)N1CCCC1c1cccnc1 (configuration not stated)	-1.5	0.0	22.4	-0.1	-18.9	-4.6	5.9	-2.6	0.8	0.0
COc1ccc(C(C)(O)c2nc(-c3ccc(OC)nc3)cs2)cc1 (configuration not stated)	x	-0.1	x	1.5	x	-9.7	x	5.6	2.5	x
Cc1cccn2c(=O)c3cc(C(=O)NCCN4CCOCC4)c(=N)n(Cc4ccc(F)cc4)c3nc12	7.6	-0.2	10.7	0.5	2.0	10.6	10.6	-102.9	-0.1	-6.2
O=C(N/N=C/c1ccco1)C1CC1	-9.3	0.2	1.3	x	x	-1.9	11.0	-2.0	-0.3	3.2
CSc1nc(-c2ccco2)cc(C(F)(F)F)c1C#N	-0.8	i	7.5	x	-12.1	-0.6	5.9	-5.4	-1.2	2.4
Cc1ccc(NC(=O)CCOc2ccccc2)c(C)c1	x	i	3.5	x	-10.0&-14.2	x	-10.2	x	14.4	5.8
CN(C)S(=O)(=O)c1ccc(S(=O)(=O)N(Cc2ccco2)Cc2ccccc2Cl)cc1	1.1	-0.2	17.0	x	-0.6	x	14.2	x	14.1	0.4
CCOc1ccc(CN(C)C(=O)c2cccnc2SC)cc1OC	4.9	-0.2	-16.7	0.3	-14.2	-4.6	-0.7	-16.0	1.8	1.6
O=C(Nc1ccc(Cl)cc1C(=O)NCCN1CCOCC1)c1ccco1	-5.9	-0.1	-9.0	x	3.4	2.6	-7.6	0.5	1.5	0.2
CCn1nccc1C(=O)Nc1ccc(Cl)cc1Cl	3.3	i	-1.8	x	-12.7	-4.5	4.6	-8.7	0.7	4.9

Brought forward from above: five entries; new compounds follow.
SMILES	Rv3671c inh	BH1578 lux ind	VHR inh abs	TcdB GH inh	SSB-PriA inh	PrPC TRFRET	MazF activator	CCHFV vOTU inh	Y pestis TopoI	3CLpro inhibitor
Cc1ccc(NC(=O)CCOc2ccccc2)c(C)c1	x	i	3.5	x	-10.0&-14.2	x	-10.2	x	14.4	5.8
CN(C)S(=O)(=O)c1ccc(S(=O)(=O)N(Cc2ccco2)Cc2ccccc2Cl)cc1	1.1	-0.2	17.0	x	-0.6	x	14.2	x	14.1	0.4
CCOc1ccc(CN(C)C(=O)c2cccnc2SC)cc1OC	4.9	-0.2	-16.7	0.3	-14.2	-4.6	-0.7	-16.0	1.8	1.6
O=C(Nc1ccc(Cl)cc1C(=O)NCCN1CCOCC1)c1ccco1	-5.9	-0.1	-9.0	x	3.4	2.6	-7.6	0.5	1.5	0.2
CCn1nccc1C(=O)Nc1ccc(Cl)cc1Cl	3.3	i	-1.8	x	-12.7	-4.5	4.6	-8.7	0.7	4.9
C[C@@H]1CN([C@@H](C)CO)C(=O)c2cccc(NS(C)(=O)=O)c2O[C@H]1CN(C)C(=O)Nc1ccc(F)cc1	2.9	1.0	x	-0.2&0.4	3.9	3.4	5.5	-7.4	0.1	x
CCCCCCC[C@@H](C/C=C/CCC(=O)N(C)C/C(=C/Cl)C/C(=C\C(=O)N1C[C@H](O)CC1=O)OC)OC	-0.7	i	x	0.7	-6.1	-0.2	19.6	31.2*	26.1	x
CCN(CC(=O)Nc1c(F)cccc1F)C(=O)CNC(=O)c1ccc(C)s1	-2.7	-0.2	-3.0	0.5	-2.6	9.4	-4.3	0.0	0.3	-5.5
O=C1CC(c2ccco2)c2ccc3ccccc3c2N1 (configuration not stated)	-3.2	-0.6	33.9	x	-2.5	0.3	-1.3	3.0	2.4	-1.3
Oc1ccc2c3c1OC1[C@H](O)CC[C@@]4(O)[C@@H](C2)N(CC2CC2)CC[C@]314 (some centres not stated)	-0.9&4.2	0.5&-0.5	x	-0.9&0.4	-1.8	-1.7&3.0	3.8&3.4	0.2&0.5	7.3&7.4	x
Brc1ccccc1/C=N/Nc1ccccn1	0.6	i	24.2	-0.7	x	-4.7	-5.2	17.6	5.1	-2.6
COc1cc2[nH]c(=O)c(C(=O)NCc3ccc(F)cc3)c(O)c2cc1OC	x	-1.8	30.3	-0.3	-15.9	6.6	-11.9	9.5	5.7	-2.9
Cn1c(NCc2ccc3occc3c2)nc2cc(-c3cccc(C(F)(F)F)c3)sc2c1=O	x	-0.1	x	0.9	x	-7.9	x	8.7	7.7	x
Cc1cc(C)cc(NC(=O)CN2CCC(NC(=O)c3ccccc3F)CC2)c1	4.6	-0.7	4.9	0.6	-6.0	-0.8	0.6	10.6	-0.7	-1.5
CN(C)C(CNC(=O)c1ccccc1C(F)(F)F)c1ccco1 (configuration not stated)	-1.9	-0.5	11.5	0.6	-6.9	-2.7	-17.8	13.1	-5.8	2.2
O=C(CCN1C(=O)COc2ccccc21)NCc1cccnc1	-11.2	i	0.9	0.2	-7.9	3.6	-1.3	-8.2	3.5	1.7
CCOC(=O)CCCNC(=O)CSc1nnc(-c2ccccc2)c(-c2ccccc2)n1	-3.8	-9.4	40.7	0.1	4.6	-4.2	4.2	-5.1	33.3	0.7
CCOc1ccc(/C(O)=C2/C(=O)C(=O)N(CCCN3CCOCC3)C2c2ccc(F)cc2)cc1C (configuration not stated)	0.4	i	-1.2	-0.2	x	5.8	-7.7	-11.8	3.5	-1.0
N#C/C(=C(/O)COc1ccccc1)c1nnc2n1CCCCC2	1.6	i	5.8	0.4	-9.1	3.6	12.2	16.5	-5.9	-2.8
COc1ccc(NC(=O)C2CCN(S(=O)(=O)c3ccccc3)CC2)cc1	6.9	i	1.8	0.0	-11.0	3.7	0.2	16.6	-8.9	6.2
Nc1ccc(C(=O)N2CCN(S(=O)(=O)c3ccc4c(c3)OCCO4)CC2)cc1[N+](=O)[O-]	-3.8	i	26.5	-0.7	15.7	-9.4	5.1	-1.4	20.2	5.4
C=CCOC(=O)/C(=C/c1cccc2ccccc12)NC(=O)c1ccccc1	2.4	-0.6	-10.8	1.1	-0.1	-6.7	2.9	3.5	-0.5	-0.8
CC(Sc1ncccn1)C(=O)NNC(=O)c1cccc(Cl)c1 (configuration not stated)	-1.6	i	x	0.4	-12.3	4.7	5.8	-1.1	-0.3	x
COc1ccc(CN(C)C(=O)c2ccncc2)c(OC)c1	-1.5	i	2.3	-0.5	10.0	2.0	4.4	-8.3	-0.1	-3.9
O=C(NN1C(=O)C2C3C=CC(C4CC34)C2C1=O)c1ccc(Br)cc1 (configuration not stated)	-1.6	-0.6	44.3	1.3	4.0	5.7	5.0	-7.8	3.0	1.0
CC(=O)c1ccc(NC(=O)Nc2ccncc2)cc1	1.4	2.1	-2.7	0.0	-6.6	10.4	7.1	-1.7	12.3	0.3
Cc1ccc(Cn2c(CCNc3nc(-c4ccc(C)cc4)cs3)nc3cc(C(=O)NCCCO)ccc32)cc1	-12.3	i	x	-0.7	14.4	4.0	-5.4	-4.6	40.0	x
COC(=O)c1cccc(NC(=O)/C(=C\c2ccco2)NC(=O)c2ccco2)c1	x	0.8	x	-2.2	x	-7.5	2.8	10.0	10.4	x
CCc1nc2c(OCc3ccc(C(F)(F)F)cc3)cccn2c1N(C)C(=O)c1ccncc1	x	0.5	x	-0.2	x	8.0	x	-0.4	20.8	x
CC(=O)OC1CCC2(C)C(COc3ccc4ccc(=O)oc4c3)C(C)(O)CCC2C1(C)C (configuration not stated)	-3.1	i	2.6	x	-4.6	15.9	-2.3	-38.9	22.2	4.4
CC(C)c1ccc(NC(=S)Nc2ccc3cn[nH]c3c2)cc1	-1.1	-3.3	25.9	0.8	6.9	-5.5	-2.5	-10.8	-9.3	1.5
CCOC(=O)c1cccc(NC(=O)C(NS(=O)(=O)c2ccc3c(c2)CCN3C(C)=O)C(C)C)c1 (configuration not stated)	-8.1	-6.5	-0.2	x	5.0	-7.7	-4.7	7.8	2.7	3.4
Cc1cnc(SCc2cnc(C)nc2N)nc1	9.8	-0.3	15.1	0.8	2.5	-7.6	2.0	-9.6	-9.5	1.9
CCN(Cc1ccncc1)Cc1nc(CC2CC2)no1	7.1	-0.1	6.5	0.4	-7.5	8.9	-7.9	5.5	0.1	-4.0
Fc1ccc(COc2cccc(-c3n[nH]c(=S)o3)c2)cc1	6.6	i	3.9	0.6	6.9	7.0	-4.7	12.3	-2.3	5.9
CCOC(=O)CN1N=C(/C=C/c2ccc(C(C)C)cc2)CCC1=O	-6.4	-0.3	16.0	0.7	-21.2	4.5	-4.0	13.2	6.6	3.0
CC(C)C(=O)Nc1cc(-c2nc3ncccc3o2)ccc1Cl	1.1	-0.8	19.3	2.2	-1.8	-5.3	-2.4	-9.2	-0.6	-1.5
O=C(Nc1ccc(S(=O)(=O)N2CCCC2)cc1)c1cncc(Br)c1	5.8	i	x	1.4	-2.5	8.6	7.1	-3.2	6.5	x
CCc1ccccc1Oc1nc(NC(C)C)nc2ccsc12	x	-0.2	x	2.2	x	2.9	x	-0.9	18.4	x
O=C(/C=C1\NC2(CCCC2)Cc2ccccc21)C(=O)N/N=C/c1ccccc1O	-19.2	-0.2	2.1	-0.1	x	-11.5	-6.5	13.4	-11.5	6.8

Only part of the results is shown, so the mix of outcomes need not match the whole.
